# Bioassay records from PubChem BioAssay.
# PHOSPHO1 block – inhibitors of human PHOSPHO1 phosphatase; hit rate 1.1% among 290,000; inhibition, % at 13.3 µM; recombinant PHOSPHO1, absorbance phosphatase assay; in the data active = inhibition above about 60%
# NALP1 inh – inhibitors of NALP1 inflammasome in yeast | S. cerevisiae NALP1/ASC/caspase-1 growth, X-gal OD620, 72 h | inhibition, % at 10 µM | hit rate 0.61% among 280,000 | AID 2071; in the data active = inhibition mostly above about 24%, no sharp cut-off; inactive = mostly below about 32%; also: some compounds called inactive have numbers as strong as hits
# VIM-2 inhibitor – inhibitors of Pseudomonas aeruginosa VIM-2 metallo-beta-lactamase. purified VIM-2, nitrocefin hydrolysis, epi-absorbance fluorescence. inhibition, % at 5.6 µM. hit rate 0.89% among 290,000. AID 1527;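 active = inhibition above the mean of all tested compounds plus 3 SD, cutoff set per screening run, cut at about 7.5% in these data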;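 also: red hydrolysis product quenches plate fluorescence so inhibitors raise well fluorescence; 0% = enzyme with DMSO and 100% = DMSO without enzyme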
# IMP-1 inhibitor – blocks Pseudomonas aeruginosa IMP-1 metallo-beta-lactamase; purified IMP-1, nitrocefin hydrolysis, epi-absorbance fluorescence; inhibition, % at 5.6 µM; hit rate 0.45% among 290,000;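 active = inhibition above the mean plus 3 SD of all compounds in the same screening run, cut at about 4.5% in these data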;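 also: 0% = IMP-1 with DMSO and 100% = DMSO wells lacking enzyme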
#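 System: purified IMP-1 / Input: IMP-1 dispensed at 0.2 nM / Medium: 50 mM HEPES pH 7.1, 50 µM ZnSO4, 0.05% Brij 35 / Timing: 15 min enzyme–compound preincubation, then 25 min nitrocefin reaction, 25 °C / Technique: plate fluorescence quenching by hydrolysis product, ex 480/em 530 nm / Repeats: singlicate testing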
# IDE act – IDE (human) activation, cell-based; HEK cells, FAbeta-B cleavage, fluorescence polarization; 0% vehicle, 100% cell-free pure enzyme wells; activation, % at 5.96 µM; hit rate 0.073% among 340,000; P14735;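 active = activation above the mean of all tested compounds plus 3 SD, set per screening campaign, cut at about 17% in these data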
# IDE cell inh – inhibitors of human insulin-degrading enzyme in cells. hit rate 0.41% among 320,000. inhibition, % at 5.59 µM. HEK cells, FAbetaB cleavage, fluorescence polarization. AID 434962. P14735;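 active = percent inhibition above the average of all tested compounds plus 3 SD, set per screening campaign, cut at about 16% in these data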;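 also: IDE supplied by intact live HEK cells; FP after avidin binding of uncleaved biotin substrate so inhibition keeps polarization high; 0% = DMSO wells and 100% = 60 µM reference IDE inhibitor Ii1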
# PfM18AAP inh – PfM18AAP enzyme inhibition | AID 1822 | inhibition, % at 7.35 µM | hit rate 1.2% among 290,000 | recombinant PfM18AAP, H-Glu-NHMec fluorogenic cleavage;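 active = inhibition above the campaign mean inhibition over all tested compounds plus 3 SD, cut at about 28% in these data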;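 also: 0% = plate median of test compound wells and 100% = 2 mM ZnCl2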
# pCIP destab – p/CIP protein destabilization; Q05BA5; F442A p/CIP-EGFP cells, EGFP fluorescence, 16 h; decrease of EGFP signal, % at 10 µM; hit rate 0.01% among 290,000; AID 1984;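 active = EGFP signal decrease of at least 30% at 10 µM or well 3 SD below plate mean, unless failing retest; inactive = the rest, including hits failing retest or dose response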; also: some compounds called inactive have numbers as strong as hits; many of its hits are not listed in these tables
# GPR7 antag – antagonists of human GPR7 (neuropeptides B/W receptor 1); inhibition, % at 4.4 µM; AID 1861; GPR7-expressing cells, fluorescence antagonist assay; hit rate 1.1% among 290,000; in the data active = inhibition above about 16%, passing the limit was not always enough;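 also: cells stimulated with the agonist NPW; 0% = agonist with vehicle and 100% = vehicle without agonist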
# * = called active by the depositor; · = not tested or not shown.
SMILES,PHOSPHO1 block,NALP1 inh,VIM-2 inhibitor,IMP-1 inhibitor,IDE act,IDE cell inh,PfM18AAP inh,pCIP destab,GPR7 antag
O=C(/C=C\Nc1ccc2c(c1)OCO2)c1ccc2c(c1)OCO2,37,8,0.0,-2.8,4,2,2,-4,2
COc1ccc2c(c1)c(C(=O)N/N=C/c1cccs1)c(C)n2C,20,-14,-2.0,-1.8,9,1,4,-8,-2
O=C1CC(NNc2nc3ccccc3s2)C(=O)N1c1ccccc1 (configuration not stated),13,4,-0.3,-1.7,2,1,2,-12,1
CC(=O)NC(=S)NNC(=O)COc1ccc([N+](=O)[O-])cc1,67*,1,-2.3,-4.2,8,12,8,3,-5
CC(C(=O)O)n1cc(Cl)cn1 (configuration not stated),4,-11,-0.5,-2.5,·,-5,-6,-1,-17
CC(=O)N1[C@H](Cc2ccccc2)C=C[C@]1(C)C(=O)NCCc1c[nH]c2ccccc12,-14,34,-1.5,-1.3,4,1,-7,-3,-3
O=S(=O)(c1ccc(N2CCCC2)nc1)N1CCCC1,40,-1,-2.2,-2.6,1,6,-4,8,2
O=C(OCC(=O)N1N=C(c2ccc(Cl)cc2)CC1c1ccco1)c1ccccc1O (configuration not stated),24,40,1.0,1.5,-2,1,1,-5,-11
CCNC(=O)NC(=O)C(C)OC(=O)c1oc2ccc(OC)cc2c1C (configuration not stated),12,-9,-1.4,1.2,2,-5,2,-8,38*
CC1(C(=O)O)C=CCN1C(=O)c1ccccc1 (configuration not stated),4,19,-2.9,-1.5,4,3,1,-5,-13
C[C@H](NC(=O)N1CCn2c1nc1ccccc12)C(=O)NCc1ccco1,47,4,-4.8,-3.4,3,1,4,-4,-8
CCOCCCNC(=O)Cn1nc(-c2ccccc2)ccc1=O,-1,37,-1.4,-0.7,1,0,-8,-2,2
CCOc1ccc(CCNC(=O)C2=C(C)C(=O)OC23CCC(C)CC3)cc1OCC (configuration not stated),4,-11,-2.7,-1.8,3,0,0,7,-3
COc1ccc(C(=O)CSc2nnc(C3CC3)n2N)cc1,24,-10,1.2,-3.6,4,1,-7,-2,-3
CCOC(=O)C1CCCN(CC(=O)Nc2c(C(=O)OC)[nH]c3ccc(Cl)cc23)C1 (configuration not stated),14,5,-3.9,-1.5,2,2,3,8,2
O=C(NCc1ccco1)c1cc(-c2ccccc2)on1,-10,-8,-0.5,-2.2,1,-4,-18,-9,0
CCOc1ccc(CNC(=O)c2ccco2)cc1,2,11,-1.3,-0.4,-1,1,-6,14,1
Cc1ccc(C2C(=O)N(C3CCC(C)CC3)CC(=O)N2C2CCCC2)cc1 (configuration not stated),4,-9,-1.5,-0.9,-4,8,2,-4,6
Cc1ccc(-c2ccc(/C=N\NC(=O)C3C(=O)NCC3c3ccccc3)o2)cc1Cl (configuration not stated),60*,0,-5.0,-2.0,-2,1,1,-10,-5
Cc1ccc(O)c(-c2cc(-c3cccc(Br)c3)n[nH]2)c1,-10,16,-4.8,-2.9,1,-1,-1,-3,-15
Cc1cc(C(=O)OCn2nnc3ccccc3c2=O)c(C)n1-c1ccccc1,3,20,-0.5,-4.1,0,2,-1,14,-5
O=C(CCNC(=O)c1ccc([N+](=O)[O-])cc1)Nc1nccs1,-28,-3,-1.0,-1.7,-3,-1,-19,11,-2
O=C(Nc1ccc(Br)cc1Cl)Nn1cnnc1,-10,33,-3.6,-3.1,0,2,75*,4,-13
Cc1ccc(-c2nnn(CC(=O)N(c3ccccc3F)C(C(=O)NCC3CCCO3)c3c[nH]c4ccccc34)n2)cc1 (configuration not stated),16,-3,-1.6,-2.0,-1,3,6,-10,9

# Reformatted with each value named: entries from further up.
Molecule: Cc1ccc(O)c(-c2cc(-c3cccc(Br)c3)n[nH]2)c1
  PHOSPHO1 block: -10; NALP1 inh: 16; VIM-2 inhibitor: -4.8; IMP-1 inhibitor: -2.9; IDE act: 1; IDE cell inh: -1; PfM18AAP inh: -1; pCIP destab: -3; GPR7 antag: -15

Molecule: Cc1cc(C(=O)OCn2nnc3ccccc3c2=O)c(C)n1-c1ccccc1
  PHOSPHO1 block: 3; NALP1 inh: 20; VIM-2 inhibitor: -0.5; IMP-1 inhibitor: -4.1; IDE act: 0; IDE cell inh: 2; PfM18AAP inh: -1; pCIP destab: 14; GPR7 antag: -5

Molecule: O=C(CCNC(=O)c1ccc([N+](=O)[O-])cc1)Nc1nccs1
  PHOSPHO1 block: -28; NALP1 inh: -3; VIM-2 inhibitor: -1.0; IMP-1 inhibitor: -1.7; IDE act: -3; IDE cell inh: -1; PfM18AAP inh: -19; pCIP destab: 11; GPR7 antag: -2

# (cont.)
SMILES,PHOSPHO1 block,NALP1 inh,VIM-2 inhibitor,IMP-1 inhibitor,IDE act,IDE cell inh,PfM18AAP inh,pCIP destab,GPR7 antag
Cc1cccc(NS(=O)(=O)c2cccc(C(=O)N3CCN(c4ccccn4)CC3)c2)c1,34,6,-1.8,-1.8,-10,0,6,-2,-7
Cc1noc(NS(=O)(=O)c2ccc(NC(=O)C(C)(C)C)cc2)c1C,37,2,-1.1,-2.5,2,1,2,-1,-9
N#C/C(=N\Nc1ccc(Cl)c(Cl)c1)C(=O)C1CC1,27,·,0.2,0.1,·,7,1,-22,-3
CC(=O)Nc1ccc(-c2csc(NC=C3C(=O)OC(C)(C)OC3=O)n2)cc1,26,6,0.3,-1.4,6,3,1,-3,6
O=C(CNC(=O)c1ccc(-c2ccccc2)cc1)OCc1c(F)cccc1Cl,2,28,-1.9,0.3,-6,-1,4,-16,2
CC(=O)NC(=S)Nc1ccccc1N1CCCCC1,19,-3,-2.1,0.4,-1,-4,2,-2,-8
CCCOc1ccc(NC(=O)C(=O)NCCCn2ccnc2)cc1,9,12,-2.0,-5.1,2,-2,-8,4,-2
O=C(CSc1nnc(CNC(=O)c2ccc(F)cc2)o1)Nc1ccc2c(c1)OCCO2,3,12,0.1,-0.2,-1,1,-6,-18,-3

# At a glance, part of the list above.
SMILES,PHOSPHO1 block,NALP1 inh,VIM-2 inhibitor,IMP-1 inhibitor,IDE act,IDE cell inh,PfM18AAP inh,pCIP destab,GPR7 antag
CC(=O)NC(=S)Nc1ccccc1N1CCCCC1,19,-3,-2.1,0.4,-1,-4,2,-2,-8
CCCOc1ccc(NC(=O)C(=O)NCCCn2ccnc2)cc1,9,12,-2.0,-5.1,2,-2,-8,4,-2
O=C(CSc1nnc(CNC(=O)c2ccc(F)cc2)o1)Nc1ccc2c(c1)OCCO2,3,12,0.1,-0.2,-1,1,-6,-18,-3

# Next section:
SMILES,PHOSPHO1 block,NALP1 inh,VIM-2 inhibitor,IMP-1 inhibitor,IDE act,IDE cell inh,PfM18AAP inh,pCIP destab,GPR7 antag
COc1ccc(C)cc1NC(=O)CN(C)S(=O)(=O)c1ccc2c(c1)CCCN2C(C)=O,24,-3,-2.5,-3.1,4,-2,-2,-1,-4
Cc1ccc(-c2n[nH]c(=S)n2C)cc1,94*,-19,6.2,0.3,-2,·,19,0,13
COc1cc2nc(CN3CCN(C(c4ccccc4)c4ccccc4)CC3)[nH]c(=O)c2cc1OC,40,·,-2.2,-1.9,·,-2,1,-8,-12
O=C(CC(NC(=O)c1ccccc1Cl)c1ccccc1)Nc1ccc2c(c1)OCO2 (configuration not stated),-17,20,-4.3,-2.1,10,-3,-3,-22,-8
Cn1cccc1C(=O)NCc1ccc(S(N)(=O)=O)cc1,39,2,0.2,-2.8,1,2,4,-11,-2
Clc1cccc(Cl)c1CSc1nnc(-c2ccncc2)s1,41,2,-4.6,-2.9,4,10,8,-28,-1
COc1ccc(CCNC(=O)CCS(=O)(=O)c2ccc3nc(C)sc3c2)cc1OC,18,-13,-2.2,-1.0,-3,-2,-2,-9,10
CS(=O)(=O)N(CC(=O)N1CCCCCC1)c1cccc(Cl)c1Cl,-11,9,-2.1,0.2,-3,-6,-11,-5,3
COc1ccc(CNC(=O)c2cc(-c3ccncc3)nc3c(C)cc(C)cc23)cc1OC,38,22,-3.5,-3.5,5,1,-4,-9,-4
C/C(=N\NC(=O)c1ccc(Cl)c(Cl)c1)c1cccc(NC(=O)C(C)C)c1,19,22,-6.0,-3.5,-1,-1,-3,-6,-7
COCCNC(=O)C(c1ccc(C)cc1)N(Cc1ccccc1)C(=O)CCC(=O)Nc1ccccn1 (configuration not stated),37,-1,-2.3,-0.7,5,4,2,-2,-15
CCn1cc(/C=C(\NC(=O)c2ccc(C)cc2)C(=O)NCCCN2CCOCC2)c2ccccc21,36,12,-0.1,-3.0,-5,·,9,8,-4
O=C(O)c1cc(Cl)c(Cl)cc1C(=O)Nc1cccc2ncccc12,0,20,-1.1,-4.4,4,-4,7,-3,-8
CC1(C)OC(=O)N(NCc2ccccc2)C1(C)O (configuration not stated),37,10,-3.3,-2.2,-1,-8,2,2,-7
CCCN(CCC)S(=O)(=O)c1ccc(C(=O)N2CCOCC2)cc1,1,2,-2.5,-3.8,7,0,-2,-1,7
COc1ccc(CN2CCC(C(=O)N3CCCC(C)C3)CC2)cc1OC (configuration not stated),1,13,-1.0,-1.8,-2,-3,-2,-10,-13
COc1ccccc1CCNC(=O)Cn1ccc2cc(S(=O)(=O)N3CCCC3)ccc21,35,32,0.4,-0.1,7,4,0,-7,2
Clc1ccc(C2Nc3cccc4cccc(c34)N2)cc1,30,24,-2.8,-1.3,3,-1,12,-10,-7
Cc1nn(CC(=O)O)c(=O)c2ccccc12,8,5,-2.3,-0.6,7,6,-1,-13,0
CCc1ccc(/C(C)=N\Nc2ccc([N+](=O)[O-])cc2)cc1,9,0,-7.1,-1.6,-2,1,4,-26,0
Nc1nc(C2CCCN2S(=O)(=O)c2ccc(Cl)cc2)cs1 (configuration not stated),20,8,-3.3,-1.9,1,0,9,-6,-16
CC(=O)N1CCc2cc(C(=O)CN3CCCN(Cc4ccc(F)cc4)C3)ccc21,-19,-11,-2.6,-8.3,·,1,-2,3,-1
CC(C)c1ccc(C(CC(=O)c2ccc(Cl)cc2)C(=O)O)cc1 (configuration not stated),-124,-1,-1.5,-1.1,3,6,0,-7,-5

# Five records picked at random from the list so far:
SMILES,PHOSPHO1 block,NALP1 inh,VIM-2 inhibitor,IMP-1 inhibitor,IDE act,IDE cell inh,PfM18AAP inh,pCIP destab,GPR7 antag
CC(=O)N1CCc2cc(C(=O)CN3CCCN(Cc4ccc(F)cc4)C3)ccc21,-19,-11,-2.6,-8.3,·,1,-2,3,-1
Clc1ccc(C2Nc3cccc4cccc(c34)N2)cc1,30,24,-2.8,-1.3,3,-1,12,-10,-7
COc1ccccc1CCNC(=O)Cn1ccc2cc(S(=O)(=O)N3CCCC3)ccc21,35,32,0.4,-0.1,7,4,0,-7,2
Nc1nc(C2CCCN2S(=O)(=O)c2ccc(Cl)cc2)cs1 (configuration not stated),20,8,-3.3,-1.9,1,0,9,-6,-16
CC(C)c1ccc(C(CC(=O)c2ccc(Cl)cc2)C(=O)O)cc1 (configuration not stated),-124,-1,-1.5,-1.1,3,6,0,-7,-5
